# JMJD2A Tudor inh = blocks the human JMJD2A Tudor domain | AlphaScreen JMJD2A-Tudor / H3K4me3 peptide binding | Potency, µM (series often up to 114 µM), for the others: at the top dose activity change, negative = inhibition, most hits filed as inhibitors | actives 4.4% (n = 390,000); note: % is set by controls: 0 for no effect and ±100 for the full control effect; nearly all actives have a fitted effect of over 50% in size
# ERG Ets-DNA blk = inhibitors of human ERG Ets domain-DNA interaction | P11308 | fluorescence polarization, His-ERG Ets domain / labelled DNA | Potency, µM (series often up to 76.9 µM), for inactives: at the top dose FP activity, negative = inhibition, usual class: inhibitors | actives 0.028% (n = 370,000); active = well fitted inhibition curve with a large enough effect in the polarisation, with a control signal flat; inconclusive = small, poorly fitted or top-dose-only effect, or effect the other way, or a change in a side signal; inactive = no such curve, though single readings can be large or run the other way; the % refers to the polarisation;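 note: polarization taken with two DNA probes labelled with fluorescein and Texas red; % of control where 0% means no effect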
# Target sequence (P11308 whole entry, looked up, the tested form may be a part): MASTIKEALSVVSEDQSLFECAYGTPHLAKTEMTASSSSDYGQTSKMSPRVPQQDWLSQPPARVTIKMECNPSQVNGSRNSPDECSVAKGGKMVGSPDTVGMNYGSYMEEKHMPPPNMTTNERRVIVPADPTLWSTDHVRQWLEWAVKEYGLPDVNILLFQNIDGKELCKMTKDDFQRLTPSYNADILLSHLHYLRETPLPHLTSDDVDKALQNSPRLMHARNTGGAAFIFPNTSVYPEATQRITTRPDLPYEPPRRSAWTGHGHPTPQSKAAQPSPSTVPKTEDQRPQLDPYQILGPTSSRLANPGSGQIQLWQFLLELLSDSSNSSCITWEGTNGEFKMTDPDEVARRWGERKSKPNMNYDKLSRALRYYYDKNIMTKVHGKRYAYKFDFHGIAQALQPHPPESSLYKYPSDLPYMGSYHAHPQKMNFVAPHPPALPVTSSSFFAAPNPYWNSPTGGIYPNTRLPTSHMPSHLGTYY
#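 His-tagged ERG Ets domain (1 uM in the protein solution; 300mM KCl, 50mM Tris-HCl, 1mM EDTA, 1mM DTT, pH 7.5) received compound, then a probe mix of 5 nM fluorescein-DNA and 100nM Texas-615-DNA. Fluorescence polarization was read for both dyes.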
# RGS4 inh = inhibitors of human regulator of G protein signaling 4. Transcreener GDP fluorescence polarization, RGS4-accelerated GTP hydrolysis. Potency, µM (doses to about 114 µM), for the others: at the top dose activity change, negative = inhibition, hits mostly inhibitors. actives 0.039% (n = 390,000). AID 504845; note: % is set by controls: 0 for no effect and ±100 for the full control effect; nearly all actives have a fitted effect of over 75% in size; some results filed as inactive show a strong effect at the top dose
#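 MLSMR compounds (23 nl, pin-transferred) preincubated 10 min at room temperature with a 500nM (2x) first reagent, then RGS4 at 900nM (2x) plus Transcreener GDP mix added; fluorescence polarization (620/688 nm) read before and after 90 min at 30 °C.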
# HP1b binding inh = HP1-beta chromodomain-methylated histone interaction inhibition | P83916 | AlphaScreen HP1-beta / biotin-H3K9me3 peptide binding | Potency, µM (series often up to 114 µM), without a hit: at the highest dose activity change, negative = inhibition, usual class: inhibitors | actives 0.56% (n = 390,000); note: nearly all actives have a fitted effect of over 70% in size; inactives centre near 23
#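 Compound inhibition of the preformed complex between 50 nM HP1-beta and 50 nM biotinylated H3K9me3 peptide was read by AlphaScreen. Buffer was PBS pH 7.4 with 0.01% Tween-20. Incubations ran 30 min at room temperature, with 10 ug/mL donor/acceptor beads.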
# Pin1 inhibitor = human Pin1 inhibition; actives 0.009% (n = 390,000); AID 504891; Q13526; Pin1 FP peptide displacement, HiFluor488, 10 min; Potency, µM (series often up to 115 µM), for the others: top-dose activity, negative = inhibition, usual class: inhibitors; active = well fitted inhibition curve with a large enough effect in the polarisation, with a control signal flat, not every such curve was filed as active; inconclusive = small, poorly fitted or top-dose-only effect, or effect the other way, or a change in a side signal; inactive = no such curve, though single readings can be large or run the other way; the % refers to the polarisation; note: % is set by controls: 0 for no effect and ±100 for the full control effect
# PGK inhibitor = inhibitors of T. brucei phosphoglycerate kinase; actives 0.043% (n = 380,000); P07378; Potency, µM (highest dose often 57.5 µM), for the others: at the highest dose activity change, negative = inhibition, actives largely listed as inhibitors; PGK/GAPDH coupled, Kinase-Glo luminescence, 60 min; AID 602233; note: % is set by controls: 0 for no effect and ±100 for the full control effect; nearly all actives have a fitted effect of over 60% in size
#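 Recombinant glycosomal PGK reaction used 1,3-bisphosphoglycerate generated in-well by GAPDH (100nM final) in 100mM TEA pH 7.6, 5mM MgCl2, 0.01% Tween-20. After 60 minutes at room temperature, ATP was read by Kinase-Glo Plus luminescence end-point.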
# ALOX12 inh = blocks human arachidonate 12S-lipoxygenase; P18054; purified 12hLO, xylenol orange hydroperoxide absorbance; actives 1.1% (n = 580,000); AID 1671190; Potency, µM (doses to about 108 µM), for inactives: top-dose activity change, negative = inhibition, most hits filed as inhibitors; note: % is set by controls: 0 for no effect and ±100 for the full control effect
#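 Hydroperoxide product was detected by ferrous iron/xylenol orange as the 573 to 405 nm absorbance ratio. Arachidonic acid at 40 uM (final) was turned over for 30 min at room temperature by 150 nM human 12hLO, pH 7.0 Hepes buffer, after 15 min compound preincubation.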
# TrxR1 inh = inhibitors of rat thioredoxin reductase 1. recombinant rTrxR1, NADPH fluorescence consumption, selenite substrate. Potency, µM (doses to about 114 µM), for inactives: at the highest dose activity change, negative = inhibition, usual class: inhibitors. actives 1% (n = 390,000). AID 588453; note: % is set by controls: 0 for no effect and ±100 for the full control effect; nearly all actives have a fitted effect of over 65% in size
# Target sequence (O89049 whole entry, looked up): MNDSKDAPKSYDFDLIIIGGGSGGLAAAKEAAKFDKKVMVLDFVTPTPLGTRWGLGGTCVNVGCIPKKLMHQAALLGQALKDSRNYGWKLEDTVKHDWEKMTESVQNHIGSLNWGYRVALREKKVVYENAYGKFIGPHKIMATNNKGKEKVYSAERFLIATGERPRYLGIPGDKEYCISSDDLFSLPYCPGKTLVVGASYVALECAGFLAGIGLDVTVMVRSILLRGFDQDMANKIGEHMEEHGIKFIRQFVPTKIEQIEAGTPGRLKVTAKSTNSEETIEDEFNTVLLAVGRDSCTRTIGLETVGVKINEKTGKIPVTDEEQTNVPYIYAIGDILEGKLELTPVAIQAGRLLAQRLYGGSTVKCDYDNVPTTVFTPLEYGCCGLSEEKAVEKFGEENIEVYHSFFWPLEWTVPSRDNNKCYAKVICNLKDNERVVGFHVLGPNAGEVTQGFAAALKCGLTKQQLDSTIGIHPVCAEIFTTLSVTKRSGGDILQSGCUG
#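 Rat TrxR1 (90 nM in the dispensed reagent) was pre-reduced with 400 uM NADPH for 5 min at room temperature, then incubated with compound for 15 min. After 400 uM selenite was added, NADPH fluorescence (Ex 340/Em 450 nm) was followed for 8 min.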
# GLS inh = blocks human kidney-isoform glutaminase activity. GLS enzymatic activity, qHTS titration. Potency, µM (highest dose often 45.5 µM), for the others: at the top dose activity change, negative = inhibition, hits mostly inhibitors. O94925. actives 0.21% (n = 410,000); note: % is set by controls: 0 for no effect and ±100 for the full control effect
#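 hKGA in 45 mM KH2PO4 pH 8.2, 0.02% Tween-20 with pin-transferred compounds; 1 mM L-glutamine (stock) plus glutamate oxidase/HRP/Amplex Red coupling added. Fluorescence read initially and after 30 min at RT.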
# Active calls of the source: *; i = inactive; ? = inconclusive; nt = not tested or not shown; [ ] = another dose, or the depositor's remark. Unless noted, calls come from the whole dose curve; as a rule, active = well fitted curve in the direction sought with a large enough effect; inconclusive = small, poorly fitted or top-dose-only effect, or another doubt; inactive = no such curve, though single readings can be large; an effect the other way counts as inactive or inconclusive. Potency is the fitted concentration of half-maximal effect. Not all compounds are listed; count on the stated rates, not on these rows.
nr	JMJD2A Tudor inh	ERG Ets-DNA blk	RGS4 inh	SMILES	HP1b binding inh	Pin1 inhibitor	PGK inhibitor	ALOX12 inh	TrxR1 inh	GLS inh
1	-5%	-6%	-7%	CCc1ccccc1NC(=O)CNC(=O)c1n[nH]c(=O)c2ccccc12	35%	-1%	8%	-2%	0%	1%
2	-30%	-5%	-3%	COc1ccc(-c2sc3ccccc3c2-c2ccc(O)cc2)cc1	6%	-4%	0%	?	20%	5%
3	?	-1%	?	Cn1c(=O)c([N+](=O)[O-])c(Oc2ccccc2)c2ccccc21	-6%	0%	7%	-25%	2.2µM*	3%
4	-24%	1%	-2%	CCOC(=O)Cn1c(=O)n(CC2CCCO2)c2nc(-c3ccccc3Cl)nc(C(N)=O)c21 (stereo unspecified)	11%[57 µM]	-4%	0%	?	11%[57.1 µM]	-3%
5	-4%	5%	17%	CC(=O)Oc1cc2c(C(=O)NCCN3CCOCC3)c(C)oc2c2ccccc12	41%[activator]	1%	-7%	0%	-5%[57.1 µM]	2%
6	-13%	-10%	-15%	CC(C)N=C(NS(=O)(=O)c1ccc(Br)cc1)c1ccc(Cl)cc1	30%	-5%	2%	?	-5%	12%
7	-1%	4%	11%	CCOc1ccc(N(CC(=O)NC2CCCC2)S(=O)(=O)c2c(C)noc2C)cc1	49%[activator]	6%	-2%	nt	3%	-8%
8	-10%	11%	?	C=CCN1C(=O)/C(=N/n2cnnc2)c2ccccc21	7%	-8%	-2%	-2%	-30%	-8%
9	6%	-10%	6%	C/C(=N/NC(=O)c1ccc(Br)o1)c1cccs1	22%	-3%	-9%	-6%	-12%	-9%
10	-2%	1%	0%	Clc1ccc(-c2noc3ncnc(NCCc4ccccc4)c23)cc1	67%[activator]	9%	8%	-16%	18%	-1%
11	-16%	nt	11%	COc1cc(C(=O)O)ccc1OC(C)=O	-5%	3%	0%[11.5 µM]	4%	38%	12%
12	?	7%	-52%	COc1ccc2c(c1)CCc1sc(NC(=O)c3cccc(Br)c3)nc1-2	-14%	1%	-7%	?	13%[57.1 µM]	5%
13	-24%	15%	-16%	COc1ccc(-c2[nH]c(-c3ccc(Cl)cc3)nc2SCC(=O)Nc2nccs2)cc1	21%	31%[activator]	-1%	-3%	19%[57.1 µM]	-4%
14	-24%	1%	30%	COc1cccc(/C=N/NC(=O)c2ccc(-c3ccccc3)cc2)c1O	17%	-12%	-10%	-8%	2%	6%
15	-14%	17%	-42%	O=C(O)/C=C/C(=O)Nc1ccc(-c2ccccc2)cc1	27%	1%	-3%	-11%	?	8%
16	-22%	-5%	5%	C/C(=N\NC(=O)c1csc2ccccc12)c1ccc(O)cc1	29%	5%	-2%	40%[activator]	1%[57.1 µM]	25%
17	-15%	-2%	-9%	COC(=O)c1cccc2c1-c1ccccc1/C2=N\NC(N)=O	-3%	?	nt	0%	19%	-1%
18	-17%	-5%	-9%	CC(C)CCn1c(N2CCc3ccccc3C2)nc2c1c(=O)[nH]c(=O)n2C	19%	-1%	1%	1%[57.4 µM]	13%	0%
19	-6%	2%	14%	Cn1nc(C(C)(C)C)c(NC(=O)c2ccc(F)cc2)c1C(C)(C)C	6%	2%	-1%	12%	-22%[57.1 µM]	-11%
20	-14%	?	-2%	CC(=O)Nc1ccc(S(=O)(=O)NCCC(=O)OCC(=O)c2cc(C)ccc2C)cc1	14%	7%	-5%	-11%	6%	-4%
21	-6%	15%	-17%	O=C(Nc1nccs1)C1CCN(S(=O)(=O)c2cccs2)CC1	27%	0%	2%	3%	2%[57.1 µM]	-7%
22	-18%	-2%	-3%	Cc1ccccc1NC(=O)Cn1cccc1	21%	3%	-10%	18%	9%	-7%
23	-1%	-1%	-7%	Cc1ccc(NC(=O)c2cnc(SCC(=O)N3CCCc4ccccc43)n(C)c2=O)cc1C	29%	-5%	9%	1%	4%[57.1 µM]	1%
24	171%[activator]	-4%	-29%	O=C(OCc1ccccc1)N1CCc2ccccc21	225%[activator]	1%	-8%	?	-3%[57.1 µM]	0%
25	-12%	-4%	-16%	Cc1c(NC(=O)/C=C/C(=O)O)cccc1[N+](=O)[O-]	32%	0%	-6%	-18%	-7%	4%
26	4%	7%	3%	O=C(COC(=O)c1ccc2c(c1)OCO2)Nc1ccccc1F	40%[activator]	-2%	1%	2%	19%	-2%
27	-24%	4%	23%	CC12CCC(C(=O)Nc3nc4ccc(Br)cc4s3)(OC1=O)C2(C)C (stereo unspecified)	21%	-6%	i	-26%	17%	2%
28	8%	-6%	-12%	Nc1nnc(SCCOc2ccc(Br)cc2)s1	57%[activator]	-1%	-4%	?	8%	-4%
29	-16%	1%	-6%	CCOc1ccc(NC(=O)CCNS(=O)(=O)c2ccc3c(c2)c(=O)n(C)c(=O)n3C)cc1	11%	1%	-5%	-17%	10%	1%
30	-27%	3%	?	CCCCN1C(=O)C(O)=C(C(C)=O)C1c1ccccc1 (stereo unspecified)	7%	-1%	i	nt	11%[57.1 µM]	7%
31	-3%	-6%	-11%	Nc1cc(=O)[nH]c(SCC(=O)Nc2ccc(N3CCOCC3)cc2)n1	43%[activator]	?	-9%	21%	11%	34%[activator]
32	-12%[11.4 µM]	0%	-1%[11.4 µM]	COc1ccc(OC)c(N2C(N)=NC(N)=NC23CCCC3)c1	57%[activator]	-6%	4%	-8%	5%[57.1 µM]	-3%
33	6%[57.1 µM]	-10%	5%	COc1ccc(C)cc1-n1nnnc1SC/C(O)=C(\C#N)c1nc2ccccc2[nH]1	31%	42%[activator]	-9%	-3%	-15%	9%
34	11%	-4%	2%	O=C(C1CC1)N1N=C(c2ccccc2)CC1(O)C(F)(F)C(F)(F)F (stereo unspecified)	56%[activator]	?	-1%	16%	11%	2%
35	-2%	8%	-18%	O=C(NCCSc1ccccc1)c1ccccc1F	55%[activator]	-6%	-4%	28%	18%	0%
36	-17%	nt	15%	CCOC(=O)c1[nH]c2ccccc2c1NC(=O)c1ccc(Br)o1	9%	2%	1%	11%	0%	15%
37	-4%[11.4 µM]	-20%	0%	Cc1nccn1CCN(C)Cc1cn(Cc2ccccc2)nc1-c1ccc2c(c1)OCO2	-9%	-9%	i	5%	36%[57.1 µM]	-6%
38	17%	1%	-27%	O=C1CC(c2ccccc2)Cc2[nH]c(=O)c(-c3nc(-c4cccc(Cl)c4)cs3)cc21 (stereo unspecified)	50%[activator]	2%	13%	-24%	4%	5%
39	-4%	3%	-23%	O=c1c(-c2ccc(Oc3ccccc3)cc2)[n+]([O-])c2ccccc2n1OCc1ccccn1	50%[activator]	5%	-1%	-14%	45%[activator]	-2%
40	-13%	11%	-1%	Cc1ccc(CNC(=O)COC(=O)c2cc(C)oc2C)cc1	28%	-13%	i	-7%	2%	-7%
41	-2%	14%	-16%	O=C(CN(Cc1ccccc1F)S(=O)(=O)c1ccc(Cl)cc1)NCCCO	43%[activator]	-8%	-2%	306%[activator]	21%	-5%
42	-34%	-1%	-26%	COc1ccc(/C=C2\S/C(=N/S(=O)(=O)c3cccs3)NC2=O)cc1	15%	-11%	i	40µM*	-5%[57.1 µM]	-2%
43	-7%	nt	23%	CCOC(=O)N1CCN(C(=O)CN(c2cccc(C(F)(F)F)c2)S(=O)(=O)c2ccccc2)CC1	8%	5%	0%	-7%	-4%	1%
44	-16%	19%	19%	O=C(CSc1nnc(NC(=O)C2CC2)s1)Nc1ccccc1	-5%	-7%	-2%	-2%	5%	6%
45	-12%	3%	-30%	O=C(Cn1c(=O)oc2cc(S(=O)(=O)N3CCCC3)ccc21)NC1CCCc2ccccc21 (stereo unspecified)	9%	22%	-7%	3%	33%	-6%
46	-11%	-1%	-12%	CC(Sc1nc2ccccc2n1C)C(=O)NC(c1ccccc1)c1ccccc1 (stereo unspecified)	37%	-1%	1%	4%	-10%	-12%
47	-5%	1%	-37%	O=C(NNC(=O)c1ccc([N+](=O)[O-])o1)c1ccccc1	22%	0%	-1%	0%	?	10%
48	?	8%	-45%	Cc1cc(O)c(/C=N/Nc2ccc(F)cc2)c(=O)o1	30%	8%	-6%	?	-14%[57.1 µM]	0%
49	-7%	8%	-5%	Nc1nc2ccc(C(=O)Nc3ccccc3)cc2s1	39%	-3%	-4%	60%[activator]	-14%	2%
50	-11%	6%	-8%	O=C(/C=C/c1ccccc1)NC(=S)Nc1ncccn1	36%	-2%	0%	-7%	9%[2.29 µM]	1%
51	-12%	2%	-28%	COc1ccc(N(CC(=O)NCc2ccco2)C(=O)CCC(=O)Nc2ccccn2)cc1	25%	-1%	i	-22%	16%[0.0914 µM]	1%
52	-6%	-2%	9%	Cc1cc(NC(=NC2CC2)c2ccccc2)n(-c2ccccc2)n1	-13%	1%	-7%	-2%	25%	6%
53	-7%	1%	16%	CCCCOc1ccc(CNC(=O)c2ccc(NC(=O)N3CCSc4ncccc43)cc2)cc1	6%	3%	-8%	-30%	27%	4%
54	5%	-7%	-6%	CSc1ccccc1NC(=O)COC(=O)Cc1ccsc1	23%	-9%	-9%	?	24%	-3%
55	-15%	-1%	-15%	O=C(C[n+]1cccc(NC(=O)c2ccccc2)c1)c1ccc(NC(=O)c2ccccc2)cc1	22%	-2%	-3%	18%	-12%	-1%
56	-20%	-3%	-15%	NNS(=O)(=O)c1ccc(Sc2ccccn2)c([N+](=O)[O-])c1	31%	3%	-5%	?	-19%	13%
57	-28%	-3%	-18%	O=C(c1ccco1)N1CCCC(c2nc3c(nnn3Cc3ccc(Cl)cc3Cl)c(=O)[nH]2)C1 (stereo unspecified)	-10%	-9%	i	?	17%[57.1 µM]	?
